Screening data (PubChem)
CSN deneddyl inh: inhibitors of human CSN-mediated cullin deneddylation; 360,000 compounds, 0.38% hits; Q92905; Purified CSN, SCF-Nedd8-OG deneddylation, fluorescence polarization; inhibition, % at 12.5 µM;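 active = pattern-corrected inhibition above about 35%, with an unprinted fluorescence ratio check between 0.5 and 1.5, limit read from the data, passing the limit was not always enough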;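 note: 0% = enzyme with substrate and 100% = substrate without enzyme; some results filed as inactive read as strong as hits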
Target sequence (Q92905 whole entry, looked up, one chain of several): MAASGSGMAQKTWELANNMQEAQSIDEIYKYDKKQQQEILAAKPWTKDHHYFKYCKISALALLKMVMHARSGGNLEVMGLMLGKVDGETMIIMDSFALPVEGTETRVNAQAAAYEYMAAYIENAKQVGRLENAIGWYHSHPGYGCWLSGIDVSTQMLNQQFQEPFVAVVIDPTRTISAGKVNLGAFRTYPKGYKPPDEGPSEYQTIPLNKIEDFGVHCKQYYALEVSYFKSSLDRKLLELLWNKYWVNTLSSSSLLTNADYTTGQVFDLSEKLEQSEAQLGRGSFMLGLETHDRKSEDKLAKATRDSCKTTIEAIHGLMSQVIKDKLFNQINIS
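Material: purified human Csn5 enzyme expressed in HEK293T cells / Medium: Tris buffer pH 7.5, NaCl, DTT, Tween-20, trehalose, ovalbumin / Compound dosing: 12.5 µM single point / Schedule: 90 min incubation of compound, enzyme and substrate at room temperature / Signal: fluorescence polarization of the substrate / Control set: no-enzyme wells high, enzyme-with-substrate wells low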
FAS-TE inh: blocks the thioesterase domain of human fatty acid synthase | 360,000 compounds, 0.67% hits | recombinant FAS-TE, OMFH fluorogenic substrate, fluorescence endpoint | AID 602261 | P49327 | inhibition, % at 15 µM;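 active = compounds whose normalised, plate-corrected inhibition of enzyme fluorescence in the single-dose primary screen is 50% or more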;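 note: 0% = DMSO with enzyme and 100% = substrate without enzyme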
MT1-MMP act inh: blocks activation of human MT1-MMP; P50281; HT1080 RFP-PRO-GFP cells, GFP/RFP ratio fluorescence, overnight; percent of plate control window, DMSO zero; GFP/RFP ratio change, % at 20 µM; 360,000 compounds, 0.061% hits; AID 651647;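 active = GFP/RFP ratio change of at least 30% with cell ATP level not reduced by more than half and red fluorescence within 50% of control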; note: strong numbers were not always called active
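Assay system – RFP-PRO-GFP reporter HT1080 cells · Compound dosing – single dose of 20 µM compound, 1% DMSO final · Incubation – overnight compound exposure at 37 °C · Measure – GFP/RFP fluorescence ratio · Benchmarks – DMSO wells and RFP-L50D-GFP cells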
MLLE-PAM2 inh: inhibitors of microRNA-mediated deadenylation, human PABP1 MLLE binding; inhibition, % at 20 µM; 360,000 compounds, 0.36% hits; P11940; AID 588489; GST-MLLE / FITC-PAM2 fluorescence polarization; in the data active = inhibition above about 35%, passing the limit was not always enough;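 note: plate controls were DMSO wells with GST-MLLE for no effect and wells lacking GST-MLLE protein for full effect; some results filed as inactive read as strong as hits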
Rin1 Abl inh: inhibitors of human Rin1-Abl protein interaction. TR-FRET Rin1/Abl binding, biochemical. inhibition, % at 7.35 µM. 360,000 compounds, 0.4% hits. AID 588664; in the data active = inhibition above about 5%, passing the limit was not always enough
NadD inh: blocks S. aureus nicotinate mononucleotide adenylyltransferase; inhibition, % at 20 µM; purified NadD enzyme, colorimetric absorbance read-out; 360,000 compounds, 0.78% hits; in the data active = inhibition above about 26%; note: some compounds past the cut are filed as inactive
SKN-1 block: C. elegans SKN-1 inhibition; C. elegans VP596 Pgst-4::GFP/RFP ratio, acrylamide-induced, 24 h; inhibition, % at 21.8 µM; 360,000 compounds, 0.49% hits; AID 624304;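 active = interference check ratio from 0.5 to 1.5 plus GFP to RFP signal ratio inhibition reaching or exceeding a fixed threshold, cut at about 30% in these data, passing the limit was not always enough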; note: some compounds called inactive have numbers as strong as hits
Neddyl block: cullin neddylation inhibition; 360,000 compounds, 0.58% hits; calls only at 25 µM; TR-FRET cullin neddylation, biochemical; P61081+Q13564; in the data active = inhibition above about 36%
Rpn11 inh: inhibitors of human proteasome Rpn11; O00487; human 26S proteasome, Ub4-pepOG fluorescence polarization; 20S core pre-blocked with epoxomicin; calls only at 20 µM; 360,000 compounds, 0.59% hits; AID 588493;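 active = inhibition at 20 µM, scaled to each plate's controls, above about 33%, limit read from the data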
Target sequence (O00487 whole entry, looked up): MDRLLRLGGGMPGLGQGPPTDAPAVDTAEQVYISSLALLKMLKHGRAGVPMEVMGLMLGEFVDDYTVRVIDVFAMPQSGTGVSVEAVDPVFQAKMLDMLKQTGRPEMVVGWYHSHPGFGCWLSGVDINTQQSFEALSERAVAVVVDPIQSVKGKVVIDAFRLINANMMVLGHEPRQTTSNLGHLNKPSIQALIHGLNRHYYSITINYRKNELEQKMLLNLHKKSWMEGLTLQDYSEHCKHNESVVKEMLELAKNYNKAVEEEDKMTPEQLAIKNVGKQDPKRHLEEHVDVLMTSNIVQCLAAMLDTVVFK
An asterisk follows results filed as active; i = inactive; x = no result given; + = active, no number. Random draw from the library. About 3.9% of those tested had a hit in this group.

SMILES	CSN deneddyl inh	FAS-TE inh	MT1-MMP act inh	MLLE-PAM2 inh	Rin1 Abl inh	NadD inh	SKN-1 block	Neddyl block	Rpn11 inh
COc1ccc(NC(=O)Cn2nnc(C(=O)NCc3ccccc3)c2N)c(OC)c1	2	-11	0	9	2	-2	-6	i	i
Cc1cc(C)nc(NS(=O)(=O)c2ccc(Br)cc2)n1	0	-6	2	-1	1	-2	-28	i	i
Cc1ccc(C(=O)OCC(=O)Nc2cc(C(C)(C)C)no2)c(C)c1	-1	17	0	15	-1	2	7	i	i
O=C(NCCCN1CCCC1)[C@H](CSCc1ccccc1)N1Cc2ccccc2C1=O	2	-2	-4	-13	2	1	-3	i	i
CC(C)(C)NC(=O)C1Cc2ccccc2CN1C(=O)Nc1cccc(Cl)c1 (stereo not drawn)	-3	2	-2	10	-5	-5	-7	i	i
CCOC(=O)C1=CCC(c2cc3ccc(OC)cc3n2C(=O)OC(C)(C)C)NC1 (stereo not drawn)	-6	x	6	x	x	x	4	i	x
Cn1c(CC2Sc3ccccc3NC2=O)nnc1SCC(=O)c1ccc(Cl)cc1 (stereo not drawn)	1	-6	-1	-17	-1	0	3	i	i
Nc1c(C(=O)Nc2ccc3c(c2)OCCO3)nnn1Cc1cccc(Br)c1	-1	15	4	4	-1	-8	-2	i	i
Cc1ccc(Cn2c(CN3CC(C)OC(C)C3)nc3c2c(=O)n(C)c(=O)n3C)cc1 (stereo not drawn)	3	4	3	-3	1	0	3	i	i
N#Cc1nnn(Cc2ccccc2)c1N	5	-3	2	4	-1	-7	4	i	i
Cc1nc2c3cc(Cl)ccc3n(CCN3CCOCC3)c2s1	-1	0	0	-3	-2	1	6	i	i
CCOc1cc(/C=C(\C#N)C(=O)Nc2cccc(C(=O)O)c2)cc(Br)c1OC(=O)c1ccc(OC)cc1	6	84*	x	1	4	7	-7	i	i
COc1ccccc1C(=O)N/C(=C\c1cn(C)c2ccccc12)C(=O)N1CCCC1	6	-1	0	5	3	5	-15	i	i
COC(=O)c1ccc(OC(=O)c2cccs2)cc1	-1	5	0	4	-5	4	9	i	i
O=c1[nH]c(Cc2ccccc2)nc2scc(-c3ccccc3)c12	-1	-2	-12	6	4	-5	-8	i	i
Cc1ccc(CC2CC(=O)N(c3ccc4c(c3)OCCO4)C2=O)cc1 (stereo not drawn)	2	-6	0	6	0	-5	-16	i	i
O=C(Oc1cccc(N2C(=O)C3C4c5ccccc5C(c5ccccc54)C3C2=O)c1)c1ccco1 (stereo not drawn)	2	64*	-1	-12	-1	13	-2	i	i
CN(CC(=O)Nc1ccc(F)c(F)c1F)C1CCCCC1	-4	1	-2	-4	-2	0	-16	i	i
COc1ccc(C[C@H]2CN3C(=NC[C@@H]3C(C)C)N2CCNC(=O)CCC2CCCCC2)cc1	-6	-2	0	-8	5	4	14	i	i
CCCc1cc(=O)oc2cc(OC3CCCCC3=O)ccc12 (stereo not drawn)	2	-1	-1	-2	-3	-7	-4	x	i
Cc1ccc(C(=O)CSc2nnc(C(C)C)n2C)cc1C	3	-9	4	3	3	-1	0	i	i
O=C(CN1CCN(c2ccccn2)CC1)N1c2ccccc2CCc2ccccc21	2	0	-1	-2	-3	-1	8	i	i
Cc1ccc(-n2nc3c(c2NC(=O)c2cccs2)CS(=O)(=O)C3)cc1	1	-2	-1	-5	-3	-2	-2	i	i
COc1cc(CNC(C)(C)C)ccc1OCC(=O)NC(C)(C)C	-8	-8	1	3	-2	-4	-5	i	i
Cc1ccccc1-c1nnn(Cc2ccc(F)cc2Cl)n1	-5	32	-1	9	-1	0	29	i	i
CN(C)c1c(F)cc(-c2nn[nH]n2)cc1F	-4	0	0	-8	-1	-3	-11	i	i
Cc1cc(-c2nnc(CCC(=O)NC(C)(C)C34CC5CC(CC(C5)C3)C4)o2)no1	3	7	-6	1	2	-3	22	i	i
Cc1cc(C)n(-c2nc(SCCN3CCOCC3)c3c4c(sc3n2)CCCC4)n1	-2	14	-6	-13	-4	0	0	i	i
COC(=O)c1cc(CSc2nnc(NC3CCCCC3)s2)oc1C	0	-1	7	5	0	0	-22	i	i
COc1cccc(NC(=O)COC(=O)/C=C/c2c(C)nn(-c3ccccc3)c2C)c1	-2	20	0	-3	1	-8	4	i	i
Cc1ccc(-c2csc(NC(=O)CSc3ncn(-c4ccccc4)n3)n2)cc1	1	12	3	17	-4	0	7	i	i
COc1ccccc1NCC(=O)c1ccc(Cl)cc1	-3	16	3	14	-1	0	-6	i	i
O=C(CN1CCN(C(=O)C2CCCO2)CC1)Nc1ccc(Br)cc1 (stereo not drawn)	1	0	1	10	0	-4	22	i	i
C[C@@H]1CN([C@@H](C)CO)C(=O)Cc2cc(NC(=O)C3CCCCC3)ccc2O[C@H]1CN(C)S(=O)(=O)c1ccccc1	-4	0	-3	9	2	0	12	i	i
Cc1cc(C(=O)c2ccccc2)cc(C)c1O	0	4	5	18	1	-4	0	i	i
O=C(Oc1ccc(N(C(=O)c2ccncc2)S(=O)(=O)c2ccc(Cl)cc2)cc1)c1ccncc1	6	20	3	6	2	1	2	i	i
COC(=O)c1sc2ccccc2c1NC(=O)c1ccc(S(=O)(=O)N2CCCCC2)cc1	2	62*	-1	6	2	2	7	i	i
CCCCNC(=S)Nc1ccc(-c2nc3ccc(C)cc3s2)cc1	-11	-6	1	-14	-14	2	-4	x	i
c1ccn2c(Cc3nnc4ccccn34)nnc2c1	-5	-9	0	-11	4	2	14	i	i
COc1ccc(NC(=O)C(=O)NCCC2CCCCN2S(=O)(=O)c2cccs2)cc1 (stereo not drawn)	1	21	-15	13	1	-15	10	i	i

Reprinted at random: two entries already listed, in no set order.
SMILES	CSN deneddyl inh	FAS-TE inh	MT1-MMP act inh	MLLE-PAM2 inh	Rin1 Abl inh	NadD inh	SKN-1 block	Neddyl block	Rpn11 inh
Cc1ccc(C(=O)CSc2nnc(C(C)C)n2C)cc1C	3	-9	4	3	3	-1	0	i	i
COc1cccc(NC(=O)COC(=O)/C=C/c2c(C)nn(-c3ccccc3)c2C)c1	-2	20	0	-3	1	-8	4	i	i

One compound at a time, from the list above. Screens in order: CSN deneddyl inh	FAS-TE inh	MT1-MMP act inh	MLLE-PAM2 inh	Rin1 Abl inh	NadD inh	SKN-1 block	Neddyl block	Rpn11 inh
Cc1ccc(-n2nc3c(c2NC(=O)c2cccs2)CS(=O)(=O)C3)cc1 as listed: 1	-2	-1	-5	-3	-2	-2	i	i
c1ccn2c(Cc3nnc4ccccn34)nnc2c1 as listed: -5	-9	0	-11	4	2	14	i	i
C[C@@H]1CN([C@@H](C)CO)C(=O)Cc2cc(NC(=O)C3CCCCC3)ccc2O[C@H]1CN(C)S(=O)(=O)c1ccccc1 as listed: -4	0	-3	9	2	0	12	i	i
Cc1ccc(-c2csc(NC(=O)CSc3ncn(-c4ccccc4)n3)n2)cc1 as listed: 1	12	3	17	-4	0	7	i	i

Taken from above.
C[C@@H]1CN([C@@H](C)CO)C(=O)Cc2cc(NC(=O)C3CCCCC3)ccc2O[C@H]1CN(C)S(=O)(=O)c1ccccc1 in FAS-TE inh is listed with 0
c1ccn2c(Cc3nnc4ccccn34)nnc2c1 in SKN-1 block is listed with 14

Next results follow:
SMILES	CSN deneddyl inh	FAS-TE inh	MT1-MMP act inh	MLLE-PAM2 inh	Rin1 Abl inh	NadD inh	SKN-1 block	Neddyl block	Rpn11 inh
N#CC1=C(N)OC2=C(C(=O)CC(c3ccco3)C2)C1c1ccc(OCc2c(F)cccc2Cl)cc1 (stereo not drawn)	33	19	-7	-22	0	34*	15	i	i
CCCn1c(N)c(N(CCOC)C(=O)c2ccccc2)c(=O)[nH]c1=O	4	-3	3	5	0	3	8	i	i
CCC(=O)Nc1ccc2c(c1)ncn2-c1ccc(C)cc1	2	-6	2	1	4	-1	-8	i	i
Cc1cc(C)c(NC(=O)C2CCN(S(C)(=O)=O)CC2)c(C)c1	1	-2	-3	5	-2	-2	-4	i	i
Cc1cnc(NC(=O)CSc2nnc(-c3ccncc3)n2C2CCCCC2)s1	2	-3	3	3	2	-1	13	i	i
COc1ccc(C(C(=O)NC2CCCC2)N(C(=O)c2snc(C(N)=O)c2N)c2ccccc2OC)cc1OC (stereo not drawn)	-2	-5	-3	-4	3	10	12	+	i
O=C(CNCCO)N1N=C(c2cccs2)CC1c1cccs1 (stereo not drawn)	0	-3	-2	3	-1	-4	9	i	i
Cc1ccc(C(=O)NCc2ccc(N3CCN(C(=O)OC(C)(C)C)CC3)cc2)cc1	-1	-9	-3	2	-3	2	23	i	i
Cn1c(CO)cnc1SCc1c(Cl)cccc1Cl	10	-6	0	-107	-2	2	12	i	i
COC(C(=O)NNS(=O)(=O)c1ccccc1[N+](=O)[O-])c1ccccc1 (stereo not drawn)	5	-4	2	2	0	-1	0	i	i
Cc1onc(-c2ccc(Cl)cc2)c1-c1ccnc(SCC(=O)Nc2ccc(C(C)C)cc2)n1	-5	50	-2	6	-1	3	1	i	i
CCc1nc2ccc(C(=O)NCc3ccc(C)o3)cc2nc1CC	1	3	-1	11	0	-6	-2	i	i
N#CCC(=O)Nc1ccc(C(=O)OCC(=O)NC2CCCCCC2)cc1	-4	-4	-2	1	1	8	-21	i	i
CCOc1ccc(C(=O)Nc2nnn(CC)n2)cc1	-1	-4	-3	3	2	-5	-1	i	i
O=c1c(-c2ccc(Cl)cc2)c[nH]n1-c1ccccc1	-3	-3	0	-16	4	-3	3	i	i
COc1ccc(CNC(=O)C(=O)c2cn(CC(=O)N3CCCC3)c3ccccc23)cc1	3	0	-2	-1	0	2	4	i	i
C=C(CCO)C1=CCN(S(=O)C(C)(C)C)[C@H]1CCO (stereo partly drawn)	3	-6	0	11	-1	1	5	i	i
O=c1c([N+](=O)[O-])c(O)c2cccc3c2n1CCC3	8	-4	1	15	-3	-4	-17	i	i
OCC1(Cc2ccccc2F)CCCN(CC2CCCCC2)C1 (stereo not drawn)	8	0	0	-8	0	-3	7	i	i
COc1ccc(/C=N/NC(=O)CCN2CCN(c3ccccc3)CC2)c(OC)c1OC	0	-8	1	2	0	-1	1	i	i
CCCn1c(=O)c2ccccc2n2c(SCC(=O)NCc3cccs3)nnc12	1	-10	6	-112	2	5	13	i	i
Cc1ccc(C)c(SCC(=O)Nc2cccnc2Cl)c1	2	3	4	7	-2	-6	-18	i	i
CCOC(=O)CN1C(=O)CC(c2ccccc2)C1=O (stereo not drawn)	4	-7	2	-8	-2	3	3	i	i

Entries above shown as hits in NadD inh.
SMILES | CSN deneddyl inh | MT1-MMP act inh | MLLE-PAM2 inh | Rin1 Abl inh | NadD inh | SKN-1 block | Neddyl block | Rpn11 inh
N#CC1=C(N)OC2=C(C(=O)CC(c3ccco3)C2)C1c1ccc(OCc2c(F)cccc2Cl)cc1 (stereo not drawn) | 33 | -7 | -22 | 0 | 34* | 15 | i | i
